Xi reactivation = reactivates the inactive X chromosome in mouse fibroblasts; AID 743238; XiGFP mouse fibroblasts, % GFP-positive cells imaging, 3 d; cells co-treated with 5-aza-dC sensitizer; scaled so ellipticine positive control = 100%; 0.055% of 360,000 active; activation, % at 7.58 µM;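 active = mean normalized replicate activation at least 10% and every replicate at or above 10%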;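 note: 0% = median of on-plate neutral control wells and 100% = ellipticine 6 µM median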
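System: XiGFP fibroblasts, SV40-immortalized. Medium: DMEM plus 5-aza-dC sensitizer. Doses: single point. Timing: 3 d treatment, 15 min room-temperature fixation. Control set: ellipticine 6 µM.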
LGR2 inh = inhibitors of bursicon-induced Drosophila LGR2 receptor cAMP signaling. HEK293 LGR2, CRE-luciferase, bursicon-stimulated, 4 h. inhibition, % at 9.99 µM. 0.35% of 380,000 active;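 active = drop in luminescence signal, shown as inhibition above about 50% in the replicate tests, limit read from the data, passing the limit was not always enough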;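 note: agonist challenge used bursicon conditioned medium at about half maximal strength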
SIRT5 block = inhibitors of human sirtuin-5 desuccinylase; 1.1% of 330,000 active; Purified SirT5, succinyl-peptide AMC, trypsin-coupled fluorescence; AID 652115; inhibition, % at 15 µM; in the data active = inhibition above about 15%
Target sequence (Q9NXA8 whole entry, looked up): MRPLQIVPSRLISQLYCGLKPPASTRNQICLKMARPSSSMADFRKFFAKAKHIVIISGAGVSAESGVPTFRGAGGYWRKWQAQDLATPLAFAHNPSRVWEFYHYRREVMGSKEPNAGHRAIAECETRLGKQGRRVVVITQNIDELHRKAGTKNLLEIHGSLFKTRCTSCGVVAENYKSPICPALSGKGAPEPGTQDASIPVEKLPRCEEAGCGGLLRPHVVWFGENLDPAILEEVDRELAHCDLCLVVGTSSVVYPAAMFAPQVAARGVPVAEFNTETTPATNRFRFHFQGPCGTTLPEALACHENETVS
Statin myotox sup = protects C2C12 myotubes from simvastatin toxicity. AID 602340. 0.78% of 330,000 active. ATP luminescence, 48 h; scaled: DMSO 0, geranylgeraniol control 100. rescue of ATP level, % at 7.49 µM;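 active = mean ATP rescue above about 67%, or every replicate alone reaching that limit, limit read from the data, passing the limit was not always enough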;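 note: myotubes were challenged with 10 µM simvastatin during compound exposure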
ERAP1 inh = ERAP1 (human) enzyme inhibition; recombinant ERAP1, Leu-AMC fluorescence, 60 min; inhibition, % at 10.7 µM; 0.15% of 340,000 active; AID 652197;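 active = mean replicate inhibition of at least 30%, or all replicates individually reaching that 30% level; inactive = mean below 30% and not every replicate reaching it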;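 note: 0% = neutral control wells and 100% = L-leucinethiol positive control wells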
S100A4 MyoIIA = S100A4-myosin IIA interaction inhibition; inhibition, % at 10.7 µM; S100A4/TAMRA-MyoIIA peptide fluorescence polarization; AID 652163; P26447; 0.14% of 360,000 active;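 active = mean inhibition of at least 70% across replicates, with every replicate also reaching that level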
Target sequence (P26447 whole entry, looked up): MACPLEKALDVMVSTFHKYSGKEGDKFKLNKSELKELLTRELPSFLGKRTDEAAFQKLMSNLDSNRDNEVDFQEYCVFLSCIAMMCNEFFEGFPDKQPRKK
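Test system: S100A4 monomer protein. Medium: HEPES buffer with Ca2+, pH 7.2. Reagent: fluorescent myosin IIA peptide, 5 nM. Compound dosing: single-point compound testing. Timing: 5 min between mix addition and reading. Benchmarks: DMSO neutral and TFP positive wells.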
PGC1a acetyl inh = lowers PGC1a acetylation signal in U2OS cells; inhibition, % at 15.6 µM; AlphaScreen anti-acetyl-lysine; with virally co-expressed GCN5 acetyltransferase; AID 651687; 0.17% of 350,000 active;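 active = every replicate shows inhibition of at least 40%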;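 note: 0% = neutral control wells and 100% = positive control wells; some results beyond the cut were filed as inactive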
Cneo AK release = causes C. neoformans cell lysis; 0.2% of 360,000 active; lysis activity, % at 15 µM; adenylate kinase release luminescence, 4 h; normalised: neutral wells 0, clomiphene wells 100;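 active = mean lysis activity across replicates of at least 80%, whatever share of replicates individually reach that level; inactive = mean lysis activity below 80%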
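Assay system: log-phase C. neoformans yeast / Quantity: yeast cell density of 5 × 10^6 cells/mL / Medium: fresh YPD growth medium / Compound: single dose / Timing: static 4 h at 37 °C with compound, 1 h detection / Measured by: adenylate kinase release luminescence / Read-out: lysis from increased AK signal / Benchmarks: Clomiphene as positive lysis control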
Numbers without * were called inactive; x = not tested or not shown; & = joins results of further samples.

Each structure is followed by: Xi reactivation, LGR2 inh, SIRT5 block, Statin myotox sup, ERAP1 inh, S100A4 MyoIIA, PGC1a acetyl inh, Cneo AK release
- COc1ccc(NC(=O)N(C)C[C@@H]2OCCCC[C@@H](C)Oc3ccc(NS(C)(=O)=O)cc3C(=O)N([C@H](C)CO)C[C@@H]2C)cc1
    -0.1&-0.2, 12&-2, 1&-1, x, 1&2, 0&-2, 1, 0
- Cc1cc(CN(C)C(=O)c2ccc3nc(Cc4ccccc4F)oc3c2)n[nH]1
    0.3, -1, -5, x, 2, -7, 0, 3
- CO[C@@H]1CN(C)C(=O)c2ccc(NC(=O)Nc3c(C)noc3C)cc2OC[C@H](C)N(C)C[C@@H]1C
    -0.1, 5, -1, -3, -1, -2, 7, 0
- CCN(CC(=O)Nc1ccc(Br)cc1)CC(=O)Nc1cc(C)on1
    0.4, 5, 1, -1, 3, 17, 9, x
- CCOC(=O)c1cnc2c(-c3ccccc3OC)c(C)nn2c1C
    0.0, -4, -5, x, -1, -35, 1, x
- C[C@H]1CCCCO[C@H](CN(C)S(=O)(=O)c2ccc(Cl)cc2)[C@@H](C)CN([C@@H](C)CO)C(=O)c2cc(NS(=O)(=O)c3ccc(Cl)cc3)ccc2O1
    0.0, 10, x, x, x, x, 6, -8
- COc1ccc2[nH]c(=O)c3c(c2c1)OC(C)(C)C=C3
    x, x, x, 11, x, -9, 25, -2
- COc1ccc(CNC[C@H]2O[C@@H](n3ccc(=O)[nH]c3=O)[C@H](O)[C@@H]2O)cc1OC
    -0.1, 14, x, 13, 3, -4, x, 1
- Cc1ccccc1C(=O)Nc1ccc(S(=O)(=O)N2CCCC2)cc1
    0.8, -2, 2, -6, -4, 0, x, 7
- C[C@@H]1CN([C@@H](C)CO)C(=O)c2cccc(NC(=O)c3cnccn3)c2O[C@H]1CN(C)C(=O)Nc1ccc2c(c1)OCO2
    1.3, -10, 0, -59, 0, 0, -3, 1
- COc1ccc(C(C(=O)NC2CCCC2)N(C(=O)c2ccco2)c2ccccc2OC)cc1 (stereo unspecified)
    0.3, 10, -2, -5, -2, -5, -4, -5
- CCNC(=O)C[C@H]1CC[C@@H]2[C@H](COc3ccc(NC(=O)c4ccc(C(F)(F)F)cc4)cc3C(=O)N2C)O1
    0.3, -6, x, -2, x, x, 11, x
- CC(=O)NC(Cc1ccccc1F)C(=O)NC1CCN(c2ncccc2[N+](=O)[O-])CC1 (stereo unspecified)
    0.2, -2, 0, x, x, -3, x, x
- COc1ccc(/C=C2\SC(=S)N(CCC(=O)N(CCO)c3ccccc3)C2=O)cc1OC
    0.3, -11, 3, 8, 0, -3, -5, -1
- COc1ccc(C)cc1NC(=O)CCNS(=O)(=O)c1cccc2nonc12
    -0.1, 8, -3, -1, 0, -5, -3, -1
- CCOP(=O)(OCC)C(Nc1ccc(C(=O)O)cc1)c1ccccc1 (stereo unspecified)
    0.1, 3, -7, 4, x, 2, x, x
- C[C@@H](c1ccccc1)N1C[C@@H](COCc2ccccc2)Oc2cc(N3CCC[C@H]3C(N)=O)ccc2S1(=O)=O
    -0.1, -2, -3, x, x, -1, x, x
- Cc1ccc(S(=O)(=O)NCC[C@@H]2CC[C@H](NC(=O)CC3CC3)[C@H](CO)O2)cc1
    -0.5, -14, -1, 8, 6, 12, 12, 17
- O=C(CSc1ccc2c(c1)OCCO2)N1CCN(c2ccccc2O)CC1
    -0.1, -1, -6, 0, 1, -4, 5, 0
- O=C(CSCc1ccc(Br)cc1)N1CCCC1
    0.1, 8, 3, x, -9, -5, -5, x
- CN1CCN(CCCNC(=O)c2ccc3c(Cl)c4c(nc3c2)CCCC4)CC1
    0.0, -5, 6, -11, 4, -11, 1, 7
- C[C@@H]1CN([C@H](C)CO)C(=O)Cc2cc(NS(=O)(=O)c3cccs3)ccc2O[C@@H]1CN(C)C
    0.0, -12, 2, 0, 4, 1, -1, -2
- O=C(NCc1ccccc1)[C@@H]1c2ccccc2C(=O)N(CC23CC4CC(CC(C4)C2)C3)[C@H]1c1ccc(CO)cc1
    x, x, 12, x, 1, -12, 0, 10
- O=C(N[C@H]1CC[C@@H](CC(=O)N2CCCCC2)O[C@H]1CO)c1ccc2c(c1)OCO2
    0.6, 14, -2, 1, -1, 0, -9, -2
- O=C(NC1CCCC1)N1CC(=O)N2[C@H](CO)[C@@H](c3ccc(-c4cccnc4)cc3)[C@@H]2C1
    0.6, -7, 1, x, 0, -13, 8, x
- CC(=O)N(C(C)=O)N1C(=O)C2C3c4ccccc4C(c4ccccc43)C2C1=O (stereo unspecified)
    0.2, 6, 2, x, -1, -3, 11, x
- CSc1ccc(NC(=O)Nc2cc(C)ccn2)cc1
    0.1, 58*, 1, -1, 2, 10, -11, -6
- CCCN(C)C[C@@H]1Oc2ncc(C#Cc3ccc(F)cc3)cc2C(=O)N([C@H](C)CO)C[C@@H]1C
    1.0, -6, 1, x, 1, -4, -8, 8
- C[C@H](CO)N1C[C@H](C)[C@@H](CN(C)C(=O)Cc2ccccn2)Oc2ncc(-c3cccc(C(=O)N(C)C)c3)cc2C1=O
    0.3, 6, -5, x, 2, 2, 4, -3
- O=C(CNC(=O)c1nc[nH]c1C(=O)NCC(=O)OCc1ccccc1)OCc1ccccc1
    0.0, 12, 4, 6, 4, 28, 6, -1

Quoted at random: 4 compounds from above.
Each structure is followed by: Xi reactivation, LGR2 inh, SIRT5 block, Statin myotox sup, ERAP1 inh, S100A4 MyoIIA, PGC1a acetyl inh, Cneo AK release
- Cc1ccccc1C(=O)Nc1ccc(S(=O)(=O)N2CCCC2)cc1
    0.8, -2, 2, -6, -4, 0, x, 7
- COc1ccc(/C=C2\SC(=S)N(CCC(=O)N(CCO)c3ccccc3)C2=O)cc1OC
    0.3, -11, 3, 8, 0, -3, -5, -1
- COc1ccc(CNC[C@H]2O[C@@H](n3ccc(=O)[nH]c3=O)[C@H](O)[C@@H]2O)cc1OC
    -0.1, 14, x, 13, 3, -4, x, 1
- COc1ccc(C)cc1NC(=O)CCNS(=O)(=O)c1cccc2nonc12
    -0.1, 8, -3, -1, 0, -5, -3, -1

Continuation.
Each structure is followed by: Xi reactivation, LGR2 inh, SIRT5 block, Statin myotox sup, ERAP1 inh, S100A4 MyoIIA, PGC1a acetyl inh, Cneo AK release
- CC1CCCCN1Cc1c(O)ccc2c(=O)c(-c3ccc(Cl)cc3Cl)coc12 (stereo unspecified)
    0.2, -11, -12, -1, -4, -2, 12, 3
- COc1ccc(CNC(=O)c2cccnc2Sc2ccc(Cl)cc2)cc1
    x, -20, -3, -1, 2, 0, -11, 1
- CN(C)CC(=O)N1CCCCN2[C@@H](CO)[C@H](c3ccc(-c4cccnc4)cc3)[C@@H]2C1
    0.1, -8, 2, x, 0, 1, 1, 1
- CC(C)NC(=O)Nc1cccc2c1O[C@H](CN(C)Cc1ccc(C(=O)Nc3ccccc3N)cc1)[C@H](C)CN([C@H](C)CO)C2=O
    0.0, -5, x, x, -1, 9, -5, x
- O=C(O)CC(CP(=O)(c1ccccc1)c1ccccc1)C(=O)O (stereo unspecified)
    x, 3, -1, 31, 1, 1, -8, 1
- N#CC(c1ccc(O)cc1)N1CCN(C(C#N)c2ccc(O)cc2)CC1 (stereo unspecified)
    0.1, 29, 2, x, 3, 0, x, x
- CC(C)N(Cc1ccc(F)cc1)C(=O)c1cc2ccccc2oc1=O
    0.1, -31, -4, -4, -3, -4, -20, 0
- O=C(NC1CCCC1)C(c1ccc(F)cc1)N(C(=O)c1csnn1)C1CCCC1 (stereo unspecified)
    0.0, -1, -1, 14, 2, -14, -2, 0
- O=C(/C=C/c1ccccc1[N+](=O)[O-])NCc1ccncc1
    0.0, -3, -1, x, -5, 5, x, x
- CN1CCN(C(=O)C[C@@H]2CC[C@H]3[C@@H](COC[C@@H](O)CN3Cc3cccc(-c4ccncc4)c3)O2)CC1
    0.3, 3, -7, 0, -3, -56, -8, 5
- Cc1ccc(C(=O)N/N=C/c2ccc(N3CCOCC3)cc2)c(C)c1
    0.3, 2, -2, x, -4, -4, x, x
- CCOC(=O)C1CCCN(C(=O)C2CCN(S(=O)(=O)c3ccc4ccccc4c3)CC2)C1 (stereo unspecified)
    -0.1, 12, 5, x, -8, -4, -1, -1
- CCN(CC(=O)Nc1ccccc1C(F)(F)F)C(=O)c1ccccc1SCC(=O)N1CCCC1
    0.0, -1, -2, 7, -2, -5, -2, 5
- COc1ccc(N(Cc2ccccc2)S(=O)(=O)c2cccc(C(=O)Nc3ccccn3)c2)cc1
    0.2, 8, 0, 1, 0, 0, -7, 1
- C[C@H](CO)N1C[C@H](C)[C@H](CN(C)C(=O)Nc2ccc3c(c2)OCO3)Oc2cc(C3=CCCC3)ccc2S1(=O)=O
    -0.1, 1, 3, 64, -4, 16, -27, -2
- O=C(C[C@H]1C/C=C\C[C@H](Cc2ccc(F)cc2)C(=O)OC[C@@H]2CCCN2C1=O)N[C@H](CO)Cc1ccccc1
    0.1, 7, -7, -15, 3, 11, x, x
- C[C@@H]1CN([C@H](C)CO)C(=O)c2cc(-c3ccc(C#N)cc3)cnc2O[C@@H]1CN(C)CC1CCOCC1
    2.1, 3, -6, 12, 4, 6, -1, -2
- Cc1ccc(NC(=O)CCN2C(=O)C3C4CCC(C4)C3C2=O)cc1[N+](=O)[O-] (stereo unspecified)
    0.0, 2, 0, -10, 0, -6, x, 1
- CN1C[C@@H]2[C@H](c3ccccc31)[C@@H](CO)N2C(=O)C1CCOCC1
    -0.1, 9, 2, 2, 0, 13, 3, 1
- CCN(CC)C(=O)[C@H]1CC(CC(=O)NC/C=C(\C)CCC=C(C)C)C(=O)N2CCc3c([nH]c4ccc(OC)cc34)[C@]12C (stereo partly specified)
    0.1, 9, -2, -10, -6, 0, -6, -1
- Cc1cccc(N2C(=O)c3cccc4cccc(c34)C2=O)c1
    0.0, -3, 5, -6, 2, -6, -10, 12
- CCOc1ccccc1C1N(c2ccc(OC)cc2)C(=O)C2CCCN21 (stereo unspecified)
    0.1, 8, -1, 3, -1, 4, x, 1
- COc1ccc(C(=O)NC(C)(C)C)cc1S(=O)(=O)N1CCCC1
    x, 16, -8, 3, -2, 1, x, 2
- O=C(NNC(=O)c1cccc(Br)c1)C(=O)N1CCCCC1
    0.0, -3, -2, x, -10, 7, x, x

4 of the entries above in order of their number in SIRT5 block, highest first:
Structure | SIRT5 block
CN1C[C@@H]2[C@H](c3ccccc31)[C@@H](CO)N2C(=O)C1CCOCC1 | 2
COc1ccc(N(Cc2ccccc2)S(=O)(=O)c2cccc(C(=O)Nc3ccccn3)c2)cc1 | 0
O=C(O)CC(CP(=O)(c1ccccc1)c1ccccc1)C(=O)O (stereo unspecified) | -1
COc1ccc(CNC(=O)c2cccnc2Sc2ccc(Cl)cc2)cc1 | -3

Arranged by length of the SMILES (descending): part of the list above.
Each structure is followed by: Xi reactivation, LGR2 inh, SIRT5 block, Statin myotox sup, ERAP1 inh, S100A4 MyoIIA, PGC1a acetyl inh, Cneo AK release
- O=C(CNC(=O)c1nc[nH]c1C(=O)NCC(=O)OCc1ccccc1)OCc1ccccc1
    0.0, 12, 4, 6, 4, 28, 6, -1
- COc1ccc(C(C(=O)NC2CCCC2)N(C(=O)c2ccco2)c2ccccc2OC)cc1 (stereo unspecified)
    0.3, 10, -2, -5, -2, -5, -4, -5
- CCOc1ccccc1C1N(c2ccc(OC)cc2)C(=O)C2CCCN21 (stereo unspecified)
    0.1, 8, -1, 3, -1, 4, x, 1

Source: PubChem (Broad Institute)

A portion of the library (hit frequency here may not be typical).
